H9c2 TAG inh: triacylglycerol accumulation inhibition; H9c2 cells, Nile Red lipid (TAG) fluorescence; cells loaded with 200 µM oleic acid; inhibition, % at 12.5 µM; 230,000 tested, 0.66% active;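 active means pattern-corrected inhibition of lipid staining of at least 50% with the nuclear-stain viability signal not falling by more than 50%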;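 further: 0% = DMSO wells and 100% = triacsin C control wells; some results filed as inactive read as strong as hits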
H9c2 TAG inh DAPI viability: second read-out of H9c2 TAG inh, no call of its own (marks repeat the call); DAPI nuclei signal change (viability), lower = more cytotoxic, %;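 whole-well DAPI fluorescence read on a plate reader as a viability signal; minus 50 percent equals half of cells still viable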
* = called active by the depositor; & = joins results of further samples.

For CC12CC3CC(C)(C1)CC(N)(C3)C2 the results were H9c2 TAG inh 8&-17 and H9c2 TAG inh DAPI viability -17&-5.

From PubChem

These rows are one share of the data (hit frequency here may not be typical).
